# Screening results (PubChem)
# Efflux pump inh = blocks antifungal efflux pumps in multiplex yeast assay. 330,000 tested, 0.44% active. inhibition, % at 10 µM. S. cerevisiae Candida pump triplex, Nile Red efflux;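 active = plate passing quality check with inhibition over a set limit, or well fluorescence over plate mean plus 4 SD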;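 also: Nile Red retained in pooled yeast measured as flow cytometry median fluorescence; 0% = buffer negative control and 100% = Enniatin B positive control; higher means more Nile Red kept so more efflux inhibition; some compounds called inactive have numbers as strong as hits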
# PP1 counter = blocks human PP1-alpha phosphatase, a PP5 counter-screen. 320,000 tested, 0.9% active. purified PP1alpha, OMFP fluorescence. P62136. inhibition, % at 6.7 µM;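 active = inhibition above the mean inhibition of all tested compounds plus 3 SD, computed separately for each screening campaign, cut at about 15% in these data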
# Target sequence (P62136 whole entry, looked up): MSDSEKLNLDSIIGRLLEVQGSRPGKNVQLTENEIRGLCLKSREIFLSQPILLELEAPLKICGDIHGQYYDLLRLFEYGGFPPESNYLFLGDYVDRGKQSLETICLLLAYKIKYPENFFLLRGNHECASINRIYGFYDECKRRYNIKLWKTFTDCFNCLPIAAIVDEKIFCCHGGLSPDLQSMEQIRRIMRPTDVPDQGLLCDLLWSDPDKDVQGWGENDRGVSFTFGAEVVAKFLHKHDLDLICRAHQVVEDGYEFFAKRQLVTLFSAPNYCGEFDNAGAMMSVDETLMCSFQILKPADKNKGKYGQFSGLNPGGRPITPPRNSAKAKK
# PREPL inh = inhibits the human prolyl oligopeptidase-like enzyme; Q4J6C6; inhibition, % at 5.96 µM; 320,000 tested, 0.68% active; recombinant PREPL, fluorescence polarization activity-based probe; in the data active = inhibition above about 43%;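 also: 0% = enzyme with DMSO and 100% = wells lacking enzyme; many of its hits are not listed in these tables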
# TPT1 inhibitor = blocks Candida albicans tRNA 2'-phosphotransferase | recombinant caTPT1, FP RNA substrate dephosphorylation | inhibition, % at 5 µM | 300,000 tested, 0.81% active | AID 1962;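 active = inhibition above the mean of all tested compounds plus 3 SD, set per screening campaign, cut at about 24% in these data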;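 also: plate controls were DMSO alone for no effect and ferristatin control at 100 nM for full effect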
# Fh CTSL1 inh = cathepsin L1 inhibition, PFM18AAP counter-screen | AID 1906 | recombinant F. hepatica cathepsin L1, Z-Leu-Arg-MCA fluorescence | inhibition, % at 5.96 µM | 300,000 tested, 0.49% active;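 active = inhibition above the mean of all tested compounds plus 3 SD, set per screening campaign, cut at about 17% in these data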;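 also: 0% = plate median of test compound wells and 100% = 1 µM Z-Phe-Ala-diazomethylketone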
# GASC-1 inh = human JMJD2C demethylase inhibition | Q9H3R0 | GST-JMJD2C(1-420) H3K9me3 demethylation, DELFIA europium | inhibition, % at 2.35 µM | 330,000 tested, 0.069% active | AID 2099;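 active = more than half of a compound's replicate wells show inhibition beyond 50%, single wells judged on their own value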;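 also: signal counts dimethyl H3K9 product captured on neutravidin plate; 0% = median of DMSO wells and 100% = 0.3 times that DMSO median; strong numbers were not always called active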
# Target sequence (Q9H3R0 1-420 limits assumed): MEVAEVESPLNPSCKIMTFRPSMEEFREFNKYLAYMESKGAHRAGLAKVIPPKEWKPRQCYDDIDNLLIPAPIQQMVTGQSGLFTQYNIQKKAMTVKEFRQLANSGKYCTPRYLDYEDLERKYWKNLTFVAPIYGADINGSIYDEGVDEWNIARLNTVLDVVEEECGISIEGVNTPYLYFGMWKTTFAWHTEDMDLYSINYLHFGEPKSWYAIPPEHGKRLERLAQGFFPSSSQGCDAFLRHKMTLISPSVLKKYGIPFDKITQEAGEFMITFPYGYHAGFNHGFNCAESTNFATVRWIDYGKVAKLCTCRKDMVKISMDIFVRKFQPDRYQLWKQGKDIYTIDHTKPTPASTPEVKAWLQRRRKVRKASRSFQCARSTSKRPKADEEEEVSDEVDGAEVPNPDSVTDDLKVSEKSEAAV
# LYPLA2 inh = LYPLA2 (human) inhibition in PME1 counter-screen | O95372 | recombinant LYPLA2, FP-Rh probe fluorescence polarization | inhibition, % at 5.9 µM | 320,000 tested, 0.38% active;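 active = inhibition above the screen-wide mean plus 3 SD, limit set per campaign, cut at about 26% in these data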;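 also: 0% = LYPLA2 with DMSO and 100% = wells lacking LYPLA2 enzyme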
# Target sequence (O95372 whole entry, looked up): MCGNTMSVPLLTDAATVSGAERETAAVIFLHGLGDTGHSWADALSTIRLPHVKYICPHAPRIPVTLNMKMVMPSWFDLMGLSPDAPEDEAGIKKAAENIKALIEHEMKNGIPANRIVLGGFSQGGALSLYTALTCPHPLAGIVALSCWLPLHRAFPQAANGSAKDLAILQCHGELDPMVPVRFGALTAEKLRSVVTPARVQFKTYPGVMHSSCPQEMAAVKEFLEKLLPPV
# PP5 primary = blocks human protein phosphatase 5 activity; AID 1987; 320,000 tested, 0.18% active; inhibition, % at 6.7 µM; purified PP5c, OMFP substrate fluorescence;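 active = inhibition above the campaign's mean inhibition across all tested compounds plus 3 SD, cut at about 9.5% in these data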;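 also: 0% = DMSO only and 100% = 100 µM cantharidin control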
# core dimer inh = HCV core protein dimerization inhibition; inhibition, % at 5 µM; TR-FRET GST/Flag-core106 dimerization, 1536-well; AID 1899; 300,000 tested, 0.33% active;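 active = inhibition above the mean of all tested compounds plus 3 SD, set per screening campaign, cut at about 45% in these data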
#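 System: GST/Flag-tagged HCV core106 proteins. Incubation: compound-protein-antibody incubation 4 h at 22.5 °C. Technique: HTRF with 340 nm excitation, 617/671 nm emission. Medium: KF-containing HEPES buffer, pH 7.45, DTT, CHAPS, BSA. Read-out: inhibition (%) from 671 over 617 nm ratio. Also added: Eu(K)-anti-GST 90 ng/mL plus XL665-anti-Flag 1 µg/mL.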
# * hit, by the source's call; i = inactive; / = not tested or not shown. Only part of the results is shown. The share of hits here may be higher or lower than overall.
SMILES,Efflux pump inh,PP1 counter,PREPL inh,TPT1 inhibitor,Fh CTSL1 inh,GASC-1 inh,LYPLA2 inh,PP5 primary,core dimer inh
CCN1C(=O)C2C(C1=O)N1C(c3ccccc3)C3C(=O)N(CC)C(=O)C3N1C2c1ccccc1 (stereo not given),0.1,-1,-2,-3,5,-11,-5,3.1,14
CN1CCN(C(=O)c2ccc3nc(-c4ccccc4)c(-c4ccccc4)nc3c2)CC1,0.0,-5,-8,-1,0,-7,-2,0.2,3
CC(C)Oc1ccc(S(=O)(=O)N2CCCCC2)cc1NC(=O)CN1C(=O)NC(C)(c2ccccc2)C1=O (stereo not given),0.2,-1,3,0,1,-1,5,1.8,21
C=CCNC(=O)C1CC2Cn3c(nc4ccccc43)C2N1C (stereo not given),0.0,-1,-2,0,-3,7,3,2.6,-1
CCOC(=O)C1CCN(C(=O)C2CC(=O)N(c3ccc(C)cc3)C2)CC1 (stereo not given),0.1,-1,3,-4,5,2,4,4.0,-1
Cc1ccc(CN2CCN(Cc3cccc(OCCO)c3)CC2CCO)o1 (stereo not given),0.0,-6,8,0,-5,-12,4,3.1,8
O=C(Cn1nc(-c2ccccc2)ccc1=O)NCc1ccc2c(c1)OCO2,0.0,8,-8,-9,-1,0,3,3.9,-12
C[C@@H]1CC=C[C@H]2[C@H]1C(=O)N(Cc1ccccc1)[C@H]2c1ccc(Br)cc1F,0.1,5,-8,2,1,3,-6,2.3,13
CCN(CC)CCNC(=O)Cn1nc(Cc2ccncc2)c2ccccc2c1=O,0.1,-1,-5,0,-1,-3,0,1.1,-1
CCN(CC)CC(=O)N(CC(=O)Nc1c(C)cc(C)cc1C)C1CCCCC1,0.4,0,3,-1,-3,9,1,2.1,2
Cn1c(C(=O)N2CCN(c3ccc(Cl)cc3)CC2)cc2c(=O)[nH]c3ccccc3c21,-0.1,1,-49,-2,-2,10,3,2.3,24
Cc1cc(NC(=O)CCC(=O)N(Cc2cccnc2)C(C(=O)NC(C)(C)C)c2ccccc2Cl)no1 (stereo not given),0.0,3,-3,-1,2,-4,7,4.7,-5
CCC1Oc2ccc(C)cc2N(CC(=O)N(Cc2ccc3c(c2)OCO3)CC2CCCO2)C1=O (stereo not given),0.1,5,13,2,-3,-1,-1,3.5,1
CCCNC(=O)COc1ncnc2sccc12,-0.1,1,13,3,-2,5,4,1.7,3
NC(=O)c1cc(S(=O)(=O)NCCc2ccccc2)cs1,0.2,-2,0,1,-2,-1,-4,2.5,-2
COc1ccccc1NC(=O)Nc1nc(CC(=O)NC2CCCC2)cs1,-0.1,0,8,0,2,-8,6,0.1,-1
O=C(Nc1ccccc1N1CCOCC1)c1cc(F)cc(F)c1,-0.1,-4,9,-3,2,-24,14,-0.2,-1
O=C(Nc1ccccc1)C1CCN(c2nccs2)CC1,0.1,5,8,2,-2,-4,5,0.4,4
C(=N\c1nc2ccccc2n1CCN1CCCCC1)/c1cccs1,0.2,-2,18,2,7,-11,-4,-1.1,1
CC1CCN(S(=O)(=O)c2ccc(S(=O)(=O)N3CCCC3)cc2)CC1,-0.4,4,6,0,-5,/,5,2.6,-9
O=C(NCc1ccco1)c1ccc2c(c1)OCCO2,0.3,-4,6,-2,2,-6,-2,1.7,1
O=C(O)c1ccc(CN(c2ccccc2)S(=O)(=O)c2ccccc2)cc1,0.0,-2,0,0,-2,-3,2,0.7,1
CC12CCC(=O)N1C(C(=O)N1CCN(S(=O)(=O)c3cccc(Cl)c3)CC1)CS2 (stereo not given),0.1,-9,-7,-2,-3,11,1,-2.1,0
O=C(COC(=O)c1ccccc1NC(=O)c1ccco1)NCCC1=CCCCC1,0.0,1,-3,4,-2,1,-4,1.5,8
Cn1c2ccccc2c2ncn(CCN3CCOCC3)c(=O)c21,-0.1,1,5,4,0,3,4,1.9,-4
Cc1ccc(-c2nn(C)c(=O)c3ccccc23)cc1S(=O)(=O)N1CCCC1,-0.3,-2,24,-1,-5,13,-1,0.0,0
CCOc1ccc(CCNC(=O)CCS(=O)(=O)c2ccc(Cl)cc2)cc1OCC,0.0,-3,2,-2,10,-3,-3,1.2,5
COc1cc(/C=N/NC(=O)c2cn(-c3cccc(C)n3)cn2)ccc1O,-0.1,1,10,-3,3,4,-3,0.8,-13
COc1cc(OC)cc(-c2nnc(NC(=O)c3ccc4c(c3)OCCO4)o2)c1,0.0,1,-3,-2,3,-10,-4,-2.3,12
Cc1cccc(N(C)S(=O)(=O)c2c[nH]c3ccc([N+](=O)[O-])cc23)c1,0.3,0,5,1,6,-9,3,8.9,4
Cc1cccc(N2CCN(C(=O)CCn3c(=O)[nH]c4ccccc4c3=O)CC2)c1C,0.1,1,6,0,1,7,1,1.0,7
CN1C(=O)NC2(O)C(=O)c3ccccc3C12O (stereo not given),-0.1,-8,2,-3,10,-26,1,-5.4,7
CN(CCCNC(=O)C1CCC(=O)N1Cc1ccccc1Cl)c1ccccc1 (stereo not given),-0.1,4,12,2,-3,-3,2,1.2,-1
Cc1cccc(-c2noc(CCC(=O)NC3CCCC3)n2)c1,0.0,1,-7,2,0,54*,0,0.8,3
Cc1ccc(NC(=O)CCc2nnc3ccc(N4CCC5(CC4)OCCO5)nn23)cc1F,0.1,-1,2,-1,-4,0,0,3.3,0
COc1ccccc1OCCOc1ccccc1/C=N/n1cnnc1,-0.1,0,12,-6,1,5,1,0.4,-4
CC(C)CCOc1ccc(C(=O)NCC(c2cccs2)N2CCOCC2)cc1 (stereo not given),0.0,0,-9,1,2,-11,3,1.1,1
CCN(CC)S(=O)(=O)c1cc(C(=O)NC2CCCCC2)ccc1C,0.0,-8,2,0,-7,i,3,1.6,3
O=C1c2cccnc2C(Nc2cccc(F)c2)N1Cc1ccco1 (stereo not given),0.1,-1,-4,1,1,-21,0,5.3,11
Cn1c(=O)n(C)c2cc(/C=N/NC(=O)c3ccc(Cl)cc3)ccc21,0.2,-1,11,0,4,-2,-4,-1.0,-2
COc1ccc(CC(NC(C)=O)C(=O)N2CCN(C(=O)N(C(C)C)C(C)C)CC2)cc1 (stereo not given),0.2,-4,-3,0,-4,-8,-2,2.8,-6
N#C/C(=C\c1ccc(N2CCCCC2)o1)C(=O)Nc1cccc(Br)c1,-0.1,-1,-2,168*,2,-4,6,-1.5,-8
CCOC(=O)C(Cc1ccccc1)NC(=O)CCC(=O)c1ccc(OC)cc1 (stereo not given),0.1,1,12,-4,-6,-7,-1,1.4,1
C/C(=N\NC(=O)c1cc(C)[nH]n1)C(C)(C)C,-0.1,-2,10,-1,3,-2,3,3.1,3
COc1ccc(-c2nnc(NC(=O)c3ccc(F)cc3)o2)cc1,1.0*,24*,7,0,-3,23,-4,3.5,5
CC1CCCC/C1=N\NC(=S)Nc1cccnc1 (stereo not given),0.0,-1,6,-1,-3,15,0,0.8,-2

# A draw from above in order of number of heavy atoms, smallest number first:
SMILES,Efflux pump inh,PP1 counter,PREPL inh,TPT1 inhibitor,Fh CTSL1 inh,GASC-1 inh,LYPLA2 inh,PP5 primary,core dimer inh
C/C(=N\NC(=O)c1cc(C)[nH]n1)C(C)(C)C,-0.1,-2,10,-1,3,-2,3,3.1,3
CN1C(=O)NC2(O)C(=O)c3ccccc3C12O (stereo not given),-0.1,-8,2,-3,10,-26,1,-5.4,7
CC1CCCC/C1=N\NC(=S)Nc1cccnc1 (stereo not given),0.0,-1,6,-1,-3,15,0,0.8,-2
Cc1cccc(-c2noc(CCC(=O)NC3CCCC3)n2)c1,0.0,1,-7,2,0,54*,0,0.8,3
COc1ccc(-c2nnc(NC(=O)c3ccc(F)cc3)o2)cc1,1.0*,24*,7,0,-3,23,-4,3.5,5
Cn1c(=O)n(C)c2cc(/C=N/NC(=O)c3ccc(Cl)cc3)ccc21,0.2,-1,11,0,4,-2,-4,-1.0,-2
N#C/C(=C\c1ccc(N2CCCCC2)o1)C(=O)Nc1cccc(Br)c1,-0.1,-1,-2,168*,2,-4,6,-1.5,-8
COc1cc(/C=N/NC(=O)c2cn(-c3cccc(C)n3)cn2)ccc1O,-0.1,1,10,-3,3,4,-3,0.8,-13
Cc1ccc(-c2nn(C)c(=O)c3ccccc23)cc1S(=O)(=O)N1CCCC1,-0.3,-2,24,-1,-5,13,-1,0.0,0
CN(CCCNC(=O)C1CCC(=O)N1Cc1ccccc1Cl)c1ccccc1 (stereo not given),-0.1,4,12,2,-3,-3,2,1.2,-1
CCOc1ccc(CCNC(=O)CCS(=O)(=O)c2ccc(Cl)cc2)cc1OCC,0.0,-3,2,-2,10,-3,-3,1.2,5
Cc1cccc(N2CCN(C(=O)CCn3c(=O)[nH]c4ccccc4c3=O)CC2)c1C,0.1,1,6,0,1,7,1,1.0,7
COc1ccc(CC(NC(C)=O)C(=O)N2CCN(C(=O)N(C(C)C)C(C)C)CC2)cc1 (stereo not given),0.2,-4,-3,0,-4,-8,-2,2.8,-6
Cc1ccc(NC(=O)CCc2nnc3ccc(N4CCC5(CC4)OCCO5)nn23)cc1F,0.1,-1,2,-1,-4,0,0,3.3,0

# Shown as labelled records: part of the list above.
structure: CCCNC(=O)COc1ncnc2sccc12
  Efflux pump inh: -0.1; PP1 counter: 1; PREPL inh: 13; TPT1 inhibitor: 3; Fh CTSL1 inh: -2; GASC-1 inh: 5; LYPLA2 inh: 4; PP5 primary: 1.7; core dimer inh: 3
structure: O=C1c2cccnc2C(Nc2cccc(F)c2)N1Cc1ccco1 (stereo not given)
  Efflux pump inh: 0.1; PP1 counter: -1; PREPL inh: -4; TPT1 inhibitor: 1; Fh CTSL1 inh: 1; GASC-1 inh: -21; LYPLA2 inh: 0; PP5 primary: 5.3; core dimer inh: 11
structure: NC(=O)c1cc(S(=O)(=O)NCCc2ccccc2)cs1
  Efflux pump inh: 0.2; PP1 counter: -2; PREPL inh: 0; TPT1 inhibitor: 1; Fh CTSL1 inh: -2; GASC-1 inh: -1; LYPLA2 inh: -4; PP5 primary: 2.5; core dimer inh: -2
